MITF primary: human MITF inhibition, primary screen. hit rate 0.91% among 650,000. AlphaScreen MITF homodimerization, bead proximity signal. inhibition, % at 2.6 µM. O75030; in the data active = inhibition above about 50%;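 also: 0% = vehicle wells with protein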
Target sequence (O75030 whole entry, looked up): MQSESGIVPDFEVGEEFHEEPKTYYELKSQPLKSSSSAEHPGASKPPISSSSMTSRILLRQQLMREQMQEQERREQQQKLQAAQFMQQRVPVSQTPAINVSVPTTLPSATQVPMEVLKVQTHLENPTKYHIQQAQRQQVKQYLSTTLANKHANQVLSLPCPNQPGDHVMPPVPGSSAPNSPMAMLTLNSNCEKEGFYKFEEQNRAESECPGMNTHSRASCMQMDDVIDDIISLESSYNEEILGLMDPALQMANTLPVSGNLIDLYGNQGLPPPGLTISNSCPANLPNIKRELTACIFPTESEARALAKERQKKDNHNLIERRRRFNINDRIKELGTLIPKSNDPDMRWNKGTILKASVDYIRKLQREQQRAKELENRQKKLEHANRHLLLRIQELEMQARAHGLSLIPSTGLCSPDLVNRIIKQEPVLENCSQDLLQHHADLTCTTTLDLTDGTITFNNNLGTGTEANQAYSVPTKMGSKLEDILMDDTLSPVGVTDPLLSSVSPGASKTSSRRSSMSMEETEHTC
TEAD-YAP block: TEAD-YAP interaction inhibition. HEK-TIYL cells, TEAD-Gal4/YAP UAS-luciferase luminescence. inhibition, % at 9.12 µM. hit rate 1.4% among 640,000. AID 1259422; in the data active = inhibition above about 32%;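 also: 0% = median of test compound wells and 100% = reference inhibitor wells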
GPR151 ag: activators of human GPR151; hit rate 1% among 650,000; Q8TDV0; activation, % at 11.2 µM; PathHunter beta-arrestin GPR151 cells, luminescence; in the data active = activation above about 4.9%;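 also: 0% = median of compound wells and 100% = cells with positive control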
Target sequence (Q8TDV0 whole entry, looked up): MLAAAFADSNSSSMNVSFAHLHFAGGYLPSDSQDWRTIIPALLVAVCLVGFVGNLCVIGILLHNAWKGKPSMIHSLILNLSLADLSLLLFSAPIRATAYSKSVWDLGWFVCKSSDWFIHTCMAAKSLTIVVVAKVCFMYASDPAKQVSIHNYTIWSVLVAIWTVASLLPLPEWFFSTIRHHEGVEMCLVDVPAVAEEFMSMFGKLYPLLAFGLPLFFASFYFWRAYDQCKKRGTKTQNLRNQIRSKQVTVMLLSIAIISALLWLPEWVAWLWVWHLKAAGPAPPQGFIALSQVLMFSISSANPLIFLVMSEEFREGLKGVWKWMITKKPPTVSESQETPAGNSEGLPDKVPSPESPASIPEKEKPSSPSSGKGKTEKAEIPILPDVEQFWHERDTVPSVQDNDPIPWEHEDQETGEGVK
FBW7 act: activators of human E3 ligase FBW7. Q969H0. AlphaScreen FBW7–phospho-cyclin E peptide binding, activator screen. normalized activity (activation), % at 26.1 µM. hit rate 0.13% among 650,000. AID 1259310; in the data active = normalized activity above about 1.9%;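 also: purified mutant Fbw7 with reduced substrate affinity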
* = called active by the depositor.

Sample of the layout, 5 compounds:
SMILES	MITF primary	TEAD-YAP block	GPR151 ag	FBW7 act
Nc1nnc(CSCc2ccc(Cl)cc2Cl)s1	4	-12	0.8	-0.1
COc1ccc(-c2nc(Nc3cc(OC)c(OC)c(OC)c3)c3ncn(CCN4CCCC4=O)c3n2)cn1	20	-5	4.7	0.5
CN(C)c1ccc(-c2cnc3c(Nc4cccc(C(F)(F)F)c4)nccn23)cc1	0	-8	3.0	-0.1
COC(=O)c1ccc(/C=N/NC(=O)c2ccccn2)cc1	18	-56	-6.8	-0.1
CC(=O)N1CCN(Cc2ccc3c(c2)CN(C(=O)c2cnn(C(C)C)c2)CCO3)CC1	-7	-7	-0.2	-0.2

The whole of this part, repeating the preview:
SMILES	MITF primary	TEAD-YAP block	GPR151 ag	FBW7 act
Nc1nnc(CSCc2ccc(Cl)cc2Cl)s1	4	-12	0.8	-0.1
COc1ccc(-c2nc(Nc3cc(OC)c(OC)c(OC)c3)c3ncn(CCN4CCCC4=O)c3n2)cn1	20	-5	4.7	0.5
CN(C)c1ccc(-c2cnc3c(Nc4cccc(C(F)(F)F)c4)nccn23)cc1	0	-8	3.0	-0.1
COC(=O)c1ccc(/C=N/NC(=O)c2ccccn2)cc1	18	-56	-6.8	-0.1
CC(=O)N1CCN(Cc2ccc3c(c2)CN(C(=O)c2cnn(C(C)C)c2)CCO3)CC1	-7	-7	-0.2	-0.2
CCOC(=O)c1ccc(N2C(=O)C=C(N3CCOCC3)C2=O)cc1	-19	6	-1.0	0.0
COc1ccc(C(=O)/C=C/c2ccco2)cc1	1	-42	-0.6	-0.2
COc1cccc(-n2cc(C(=O)NCCC(=O)Nc3c(F)cccc3F)c3ccccc3c2=O)c1	0	2	-0.3	-0.1
Cc1csc(NC(=O)CN2CCC(N3CCCCC3)CC2)n1	6	4	1.7	-0.1
O=C(O)CNC(=O)/C(=C/c1ccco1)NC(=O)c1ccccc1	6	-12	-0.8	-0.3
COc1cc(/C=C/C(=O)Nc2ccc(N3CCOCC3)cc2)ccc1OC(F)F	5	2	0.0	0.2
Cc1cc(NS(=O)(=O)c2ccc(NC(=O)Nc3ccc(Cl)c(Cl)c3)cc2)no1	-16	-2	-1.2	0.0
CCOC(=O)C1CCCCN1c1c(-c2ccccc2)c(=O)c1=O (stereo not given)	-11	-11	1.9	-0.1
Cc1ccc2nc(C)cc(NCc3cccnc3)c2c1	-1	-12	0.7	-0.1
Cc1cc(-c2nnc(SCC(=O)N3CCC(C)CC3)o2)no1	1	-4	0.7	0.1
O=C(c1cc(Cl)ccc1[N+](=O)[O-])N1CCOCC1	-11	0	-1.2	0.0
CN1C(=O)CC(Sc2ccccc2C(=O)O)C1=O (stereo not given)	-6	3	0.5	-0.1
COCCCNC(=O)CSc1ccc(C(=O)Nc2ccc(Cl)cc2F)cc1[N+](=O)[O-]	11	3	-0.7	-0.1
Cc1cccc(OCC(=O)NNC(=S)NCc2ccccc2)c1	2	18	-0.5	0.0
CCOc1ccccc1NC(=O)c1c(NC(=O)c2ccco2)sc2c1CCCCC2	7	2	-0.4	0.3
COc1cc(C(=O)NNC(=S)NC(=O)c2cc3ccccc3oc2=O)cc(OC)c1OC	4	-9	-0.7	-0.1
COc1cc(C2c3c(-c4ccccc4)n[nH]c3C(=O)N2c2ccc(Cl)cc2)ccc1O (stereo not given)	7	0	1.1	0.0
O=C(Nc1c2c(nn1-c1cccc(Cl)c1)CS(=O)C2)c1ccc(S(=O)(=O)N2CCCCC2)cc1 (stereo not given)	1	6	-2.1	-0.1
Cc1ccc(CNC(=O)C2CCN(S(=O)(=O)N3CCOCC3)CC2)cc1	-5	-6	0.6	-0.1
Cc1ccc2c(c1)c1c(n2C)C(C#N)CCC1 (stereo not given)	-5	2	0.6	0.1
COc1ccccc1NC=C(C#N)C#N	12	5	-0.1	0.0
CN1C(=O)C(C(=O)Nc2ccccc2)C2CC1(C)Oc1ccccc12 (stereo not given)	-3	-62	0.9	0.1
CSc1ccc(/C=C2N=C(/C=C/c3ccccc3)OC/2=O)cc1	13	12	-0.2	-0.1
CC(C)(C)NC(=O)CN1C(=O)NC(Cc2ccccc2)(Cc2ccccc2)C1=O	2	9	1.1	0.0
CCCOC1(C(F)(F)F)NC(=O)N(c2ccc(C(F)(F)F)cc2)C1=O (stereo not given)	-16	4	0.2	0.0
O=C(c1ccc(Cl)cc1)N1CCN(c2ccccc2[N+](=O)[O-])CC1	1	-3	-0.9	-0.3
O=C(OCC(=O)c1c[nH]c2ccccc12)c1cc([N+](=O)[O-])ccc1NCCO	15	-4	-0.1	0.5
COc1ccc(S(=O)(=O)N(CCO)Cc2ccccc2)cc1	-8	3	1.2	0.0
CCOC(=O)N/N=C(\C)c1cc2ccccc2o1	-13	-20	-1.3	0.0
CCSc1nnc(NC(=O)CSc2nccn2Cc2ccc(F)cc2)s1	8	6	1.3	0.0
COc1ccc(C(=O)NCCc2c[nH]c3ccccc23)cc1OC	14	-1	0.2	0.1
CS(=O)(=O)Nc1ccc(C(=O)Nc2ccc3c(c2)OCO3)cc1	10	-29	-1.6	-0.1
C=CCNCCC1CCC(=O)N1Cc1ccccc1Cl (stereo not given)	11	0	-1.7	0.2
CC(C)=CC(=O)OCC(=O)c1ccc(Br)s1	-2	-63	1.4	-0.1
Cc1noc(C)c1COC(=O)CN1C(=O)C2CCCCC2C1=O (stereo not given)	-3	4	-1.3	0.1

Compound profiles, from the list above. Values in the order: MITF primary | TEAD-YAP block | GPR151 ag | FBW7 act
`COC(=O)c1ccc(/C=N/NC(=O)c2ccccn2)cc1` in the list: 18 | -56 | -6.8 | -0.1
`Cc1ccc(CNC(=O)C2CCN(S(=O)(=O)N3CCOCC3)CC2)cc1` in the list: -5 | -6 | 0.6 | -0.1
`CN1C(=O)CC(Sc2ccccc2C(=O)O)C1=O` (stereo not given) in the list: -6 | 3 | 0.5 | -0.1
`CCOC(=O)N/N=C(\C)c1cc2ccccc2o1` in the list: -13 | -20 | -1.3 | 0.0

New compounds follow.
SMILES	MITF primary	TEAD-YAP block	GPR151 ag	FBW7 act
C/C(=N\NC(=O)c1ccccc1O)c1ccc(N2C(=O)C3CCCCC3C2=O)cc1 (stereo not given)	2	-38	1.1	0.1
C/C(=N\NC(=O)c1cccc(F)c1)c1ccc(Br)s1	-49	-47	-0.5	-0.1
Cc1nc(-c2ccc(C(=O)O)cc2)cs1	-6	-2	-6.7	-0.3
CN(Cc1ccncn1)Cc1c(C(=O)N2CCc3ccccc3C2)nc2ccc(Cl)cn12	13	4	0.6	0.0
Cc1cc(N2CCCCC2)nc2ccc(NC(=O)c3ccncc3)cc12	10	29	3.4	0.1
Oc1c(C(Nc2ccccn2)c2ccc(F)cc2)ccc2cccnc12 (stereo not given)	9	70*	0.3	-1.9
CCOc1ccc2c3c(c(=O)oc2c1C)CCC3	-9	-9	-0.5	-0.1
CN(C(=O)CCc1nc(-c2ccccc2F)no1)c1ccc(Br)cc1	11	7	0.6	0.2
Nc1nc(N)nc(-c2ccccc2[N+](=O)[O-])n1	3	5	0.7	1.1
COc1cc(SC)ccc1C(=O)N1CCC(C)CC1	3	-8	0.5	-0.2
CCCCOc1ccccc1NC(=S)N(C)C	17	9	-0.3	-0.1
CCOC(=O)c1c(NC(=O)COc2c(C)cc(C)cc2C)sc(C(=O)Nc2ccccc2)c1C	-2	-30	0.1	-0.2
CCOc1cccc(CN2CCN(CCc3ccccc3)C(CCO)C2)c1O (stereo not given)	7	0	1.3	0.3
COc1ccc(-c2nn(CC(=O)O)cc2C=O)cc1	5	-3	1.6	0.1
Cn1c(CC(=O)Nc2ccccc2)nnc1SCC(=O)c1ccccc1	-17	-7	0.0	0.0
COc1cccc(NC(=O)CSc2ncnc3c2nnn3-c2ccc(C)cc2)c1	11	0	0.5	0.2
CCOc1ccc(Nc2cc(C(=O)O)c3ccccc3n2)cc1	0	5	-1.0	0.0
NC1N=NNN1Cc1ccccc1 (stereo not given)	-5	5	-0.5	-0.1
CCOCCCNC(=O)C(NC(=O)c1ccc(=O)[nH]c1)c1ccccc1 (stereo not given)	3	-6	5.0*	-0.1
COCC(C)N1CCC(Oc2ccc(C(=O)NCc3ccncc3)cc2)CC1 (stereo not given)	10	-2	-1.3	0.0

2 of the compounds above, with each value named.
CN(C(=O)CCc1nc(-c2ccccc2F)no1)c1ccc(Br)cc1
  MITF primary: 11	TEAD-YAP block: 7	GPR151 ag: 0.6	FBW7 act: 0.2
Nc1nc(N)nc(-c2ccccc2[N+](=O)[O-])n1
  MITF primary: 3	TEAD-YAP block: 5	GPR151 ag: 0.7	FBW7 act: 1.1

New compounds follow
SMILES	MITF primary	TEAD-YAP block	GPR151 ag	FBW7 act
COC(=O)c1c(NC(=O)c2cc(=O)c3ccccc3o2)sc2c1CC(C)(C)NC2(C)C	2	11	1.5	-0.2
Cc1cc2nc(-c3ccc(NC(=O)c4ccc(Cl)c([N+](=O)[O-])c4)cc3)oc2cc1C	-4	-35	-0.1	0.1
COc1cc(/C=C2/C(=N)N3N=C(CC(C)C)SC3=NC2=O)ccc1OCCOc1ccccc1C	6	4	0.9	0.1
CC(C)(C)NS(=O)(=O)c1ccc(NC(=O)c2c(Cl)cccc2Cl)cc1	5	0	0.4	-0.2
COc1ccc(OC)c(NC2=C(Cl)C(=O)N(c3ccc(C)c(Cl)c3)C2=O)c1	14	11	-0.1	0.1
Cc1ccsc1C(=O)NCc1c(C)ncc2c1CCN(C(=O)C1CCCCN1C)C2 (stereo not given)	11	-8	-1.0	0.3
O=C1CC(N2CCN(c3ncccn3)CC2)C(=O)N1c1ccc(Cl)c(Cl)c1 (stereo not given)	15	1	2.0	0.3
CC1=C/C(=N\S(=O)(=O)c2ccccc2)C(C)=CC1=O	-13	4	-0.7	0.0
CN(C)c1ccc(NC(=O)C2CC3CCCC(C2)C3=O)cc1 (stereo not given)	4	-12	1.2	-0.2
Clc1cccc(C2Nc3cccc4cccc(c34)N2)c1Cl	-3	7	-1.8	0.1
Cc1cc(C)n(-c2nnc3n2N=C(c2ccccc2)CS3)n1	6	-6	0.6	-0.4
CC(C)=CC(=O)Nc1cc(Cl)ccc1C	-2	-5	0.7	-0.3
CC(=O)Nc1ccc(NC(=O)C(=O)NCc2ccc(Cl)cc2)cc1	-11	4	1.9	0.0
CN(c1ccccc1)c1nc(Cl)nc(/C=C/c2ccccc2)c1[N+](=O)[O-]	16	16	-1.3	0.0
O=C(Cn1nc2n(Cc3ccccc3F)c3ccccc3n2c1=O)NC1CC1	9	-6	2.0	0.3
CCOC(=O)C(NC(=O)COc1ccccc1)(Nc1sc2c(c1C(N)=O)CCCC2)C(F)(F)F (stereo not given)	12	-3	0.0	0.0
O=C1NCCCCC1NS(=O)(=O)c1cccc(C(F)(F)F)c1 (stereo not given)	1	-1	0.6	-0.4
O=C(N/N=C1\CCc2ccccc21)c1ccc(Cl)cc1	4	-46	-0.7	0.0
O=C1CC(c2ccccc2)CC(O)=C1C=NCc1ccc(F)cc1 (stereo not given)	9	7	-0.5	0.1
CCNC(=O)N1CCN(c2nc(C)cc(C)n2)CC1	6	4	0.6	0.1
CCCOc1ccc(-c2nn(-c3ccccc3)cc2/C=c2\sc3nc(-c4ccc(Br)cc4)nn3c2=O)cc1C	0	-6	0.2	-0.3
O=[N+]([O-])c1cccc(NC(=S)NCCn2cc(Br)cn2)c1	20	12	-2.1	0.6
CCOc1ccccc1NC(=O)CSc1ccc2nnc(-c3cccnc3)n2n1	7	-1	-1.1	0.9
O=C(COc1ccc2ccccc2c1)Nc1c2c(nn1-c1cccc(Cl)c1)CS(=O)C2 (stereo not given)	14	-7	-1.5	0.2
CCC(Sc1nc2cc3c(cc2c(=O)n1CCC(=O)NCCc1ccc(OC)c(OC)c1)OCO3)C(=O)Nc1ccccc1OC (stereo not given)	-4	7	0.8	-0.1
Cn1c(=S)[nH]c2ccccc2c1=O	-6	-2	-0.4	-0.1
CCOc1cc(C2C(C#N)=C(N)Oc3n[nH]c(COC)c32)ccc1O (stereo not given)	4	8	0.1	0.1
CCN(CC)CCCNc1c(CCC(C)C)c(C)c(C#N)c2nc3ccccc3n12	-3	2	0.0	0.1
CC1CN(C(=O)N2CCC(C(=O)Nc3ccc(F)cc3F)CC2)c2cc(Cl)ccc2O1 (stereo not given)	6	5	0.4	0.0
O=[N+]([O-])c1ccccc1CNc1ccc(F)c(Cl)c1	7	-10	5.9*	0.0
CN(C(=O)c1ccco1)C1CC(C)(C)N(C)C(C)(C)C1	-1	-6	-1.6	-0.1
COC(=O)c1sc2[nH]c(=S)n(CCN3CCCC3)c(=O)c2c1C	-4	-8	0.5	-0.2
Cc1cc(Br)cc(C2NC(=O)c3c(sc4c3CCN(C)C4)N2)c1O (stereo not given)	2	-2	0.7	0.1
Cc1oc(C2CC2)cc1C(=O)N1CCC(c2ccnc3nc(C(F)(F)F)nn23)CC1	5	-5	-0.3	0.0
COc1ccc(CC(=O)NCC2COC3(CCCCC3)O2)cc1 (stereo not given)	-3	7	-0.2	-0.2
COc1ccc(CNc2ncc(-c3ccc(N4CCN(C)CC4)nc3)n3ccnc23)cc1	4	-4	0.4	-0.4
CCN(CC)Cc1cc(Cl)c2cccnc2c1O	55*	74*	0.5	-1.2
Oc1ccc(Br)cc1/C=N/n1c(-c2ccncc2)n[nH]c1=S	-5	0	-1.2	0.0
COCCNC(=O)Nc1nc(-c2ccc3c(c2)CCCC3)cs1	0	-17	7.3*	-0.2
CN1CCN(c2ccc(-c3nc(NCCCN4CCCC4=O)c4ncn(Cc5ccc(C(F)(F)F)cc5)c4n3)cc2)CC1	13	-3	2.8	-0.1
COC(=O)C1=C(C)N(C)C(=O)NC1c1ccc([N+](=O)[O-])o1 (stereo not given)	-5	-4	-0.9	-0.1

Screening results as filed in PubChem BioAssay.

This is a random part of the collection; any-hit rate near 3.4%.
